Screens: PubChem, National Center for Advancing Translational Sciences (NCATS)
Menin MLL FP TR: qHTS Assay for Inhibitors Targeting the Menin-MLL Interaction in MLL Related Leukemias: Competition With Texas Red Labeled MLL-derived Mutant Peptide. O00255. Menin + Texas Red MLL mutant peptide, fluorescence polarization. Potency, µM (top dose mostly 61.6 µM), inactives show at the top dose FP activity change, negative = inhibition, most hits filed as inhibitors. 0.23% of 270,000 active; active = well fitted inhibition curve with a large enough effect in the polarisation, with a control signal flat, not every such curve was filed as active; inconclusive = small, poorly fitted or top-dose-only effect, or effect the other way, or a change in a side signal; inactive = no such curve, though single readings can be large or run the other way; the % refers to the polarisation; note: potency is the fitted concentration of half-maximal effect; % of control where 0% means no effect; many of its hits are not listed in these tables
Coupling enz: qHTS Assay for Inhibitors of Fructose-1,6-bisphosphate Aldolase from Giardia Lamblia: Coupling assay counterscreen. coupling enzyme system counterscreen, AmpLite Red fluorescence. activity change, negative = inhibition, % at 58.2 µM, hits read low. 0.67% of 290,000 active. AID 2472, 2010; in the data active = activity change below about -30%; note: % is set by controls: 0 for no effect and ±100 for the full control effect
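Final compound at 57.5 uM, incubated 10 min at RT with coupling enzyme reagent (glyceraldehyde-3-phosphate), then 20 min with substrate and AmpLite Red detection. Fluorescence read at 525/598 nm; tests interference with the coupling assay, not aldolase inhibition.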
Giardia killer: Small Molecules that selectively kill Giardia lamblia: qHTS. Giardia lamblia trophozoite viability. activity change, % at 7.66 µM, hits read low. 0.15% of 340,000 active. AID 540267, 2011; in the data active = activity change below about -80%; inconclusive = between about -30% and that limit;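 note: parasites exposed to compound for two days anaerobically before the ATP read; % is set by controls: 0 for no effect and ±100 for the full control effect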
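Giardia trophozoites, 100 cells per well, were exposed to compounds for 48 hrs at 37 deg C under anaerobic conditions; viability was then read as ATP content by bioluminescence after 15-30 min at room temperature.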
PKM2 activator: qHTS Assay for Activators of Human Muscle isoform 2 Pyruvate Kinase; purified PKM2, Kinase-Glo ATP luminescence, activation; response scale: 0% is enzyme alone, no compound; 0.34% of 260,000 active; Pyruvate kinase PKM (Homo sapiens), P14618; Potency, µM (doses to about 57.5 µM), inactives show at the highest dose activation, most hits filed as activators; note: potency is the fitted concentration of half-maximal effect; % is set by controls: 0 for no effect and ±100 for the full control effect; nearly all actives have a fitted effect of over 55% in size
Target sequence (P14618 whole entry, looked up, canonical isoform): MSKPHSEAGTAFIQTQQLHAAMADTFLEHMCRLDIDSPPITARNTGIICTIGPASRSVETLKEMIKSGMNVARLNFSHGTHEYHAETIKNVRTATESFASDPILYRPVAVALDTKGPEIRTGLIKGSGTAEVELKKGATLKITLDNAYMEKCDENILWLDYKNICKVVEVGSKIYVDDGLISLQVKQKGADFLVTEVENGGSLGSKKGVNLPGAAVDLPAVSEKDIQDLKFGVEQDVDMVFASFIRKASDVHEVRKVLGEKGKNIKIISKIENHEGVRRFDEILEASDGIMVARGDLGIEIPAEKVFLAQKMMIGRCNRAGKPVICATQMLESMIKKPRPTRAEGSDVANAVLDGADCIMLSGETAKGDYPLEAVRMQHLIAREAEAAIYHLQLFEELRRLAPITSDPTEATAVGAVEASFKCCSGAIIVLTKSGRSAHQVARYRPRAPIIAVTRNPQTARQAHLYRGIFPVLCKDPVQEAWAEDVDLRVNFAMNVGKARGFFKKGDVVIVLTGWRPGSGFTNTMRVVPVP
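Purified hPK-M2 (>95%) run at intermediate activity with 0.1 mM ADP and 0.5 mM PEP in 50 mM imidazole pH 7.2, KCl, MgCl2; 1 h room temperature. ATP formed read by Kinase-Glo luminescence; normalized to uninhibited and no-enzyme controls.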
a7 integrin act: qHTS for Activators of Integrin-Mediated Alleviation for Muscular Dystrophy. AID 624291, 2012. Potency, µM (doses to about 38.3 µM), without a hit: top-dose activation, most hits filed as activators. 0.064% of 350,000 active. alpha7betagal myoblasts, beta-gal FDG fluorescence, 48 h;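 note: potency is the fitted concentration of half-maximal effect; 100% = response of the positive control SU9516; nearly all actives have a fitted effect of over 60% in size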
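Alpha7betagal+/- myoblasts (passage 13) were plated 16-24 hr, then exposed to compounds (1:260 dilution of DMSO stock) for 48 hours at 37C. After MPER lysis, β-galactosidase reporter activity was read as FDG fluorescence (ex 480/em 540) after 30 minutes.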
TSG101-PTAP inh: qHTS Assay for Iinhibitors of HIV-1 Budding by Blocking the Interaction of PTAP/TSG101 | Tumor susceptibility gene 101 protein (Homo sapiens), Q99816 | Fluorescence polarization, FITC-PTAP peptide / Tsg101 binding | Potency, µM (top dose mostly 115 µM), for the others: top-dose activity change, negative = inhibition, actives largely listed as inhibitors | 340,000 tested, under 10 active | AID 493005, 2010; active = well fitted inhibition curve with a large enough effect in the main read-out, with a control signal flat, not every such curve was filed as active; inconclusive = small, poorly fitted or top-dose-only effect, or effect the other way, or a change in a side signal; inactive = no such curve, though single readings can be large or run the other way; note: potency is the fitted concentration of half-maximal effect; % of control where 0% means no effect
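FP read-out: FITC-PTAP peptide, 50 nM final, binding Tsg101 binding domain, 10 uM final; 20 min, r.t.; 10 mM HEPES pH 7.5, 0.15 M NaCl, 0.01% Tween 20, 3 mM EDTA, 0.1 mM TCEP.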
Chronic BCR inh: qHTS Assay to Find Inhibitors of Chronic Active B-Cell Receptor Signaling; AID 493014, 2011; ABC-DLBCL IkBa-CBG/CBR reporter, luminescence ratio, 4 h; 0.05% of 340,000 active; Potency, µM (highest dose often 46.1 µM), for inactives: at the top dose ratio change, negative = lower green/red ratio, most hits filed as inhibitors; active = well fitted inhibition curve with a large enough effect in the signal ratio, with a control signal flat, not every such curve was filed as active; inconclusive = small, poorly fitted or top-dose-only effect, or effect the other way, or a change in a side signal; the % refers to the signal ratio;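 note: potency is the fitted concentration of half-maximal effect; plate controls were basal doxycycline-induced cells for no effect and cells given 10 µM MG132 for full effect; MG132 reads +100%, hits lower the ratio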
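TMD8 ABC-DLBCL cells carrying doxycycline-inducible green luciferase fused to IkappaBalpha plus unfused red luciferase were exposed to compounds (up to 46 uM) for 4 hrs at 37C. Activity came from the overlap-corrected green/red luminescence ratio.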
GALK inhibitor: qHTS Assay for Inhibitors of Human Galactokinase (GALK); P51570; Purified GALK, Kinase-Glo residual ATP luminescence; Potency, µM (series often up to 57.5 µM), for the others: at the top dose activity change, negative = inhibition, most hits filed as inhibitors; 0.007% of 270,000 active; note: potency is the fitted concentration of half-maximal effect; % is set by controls: 0 for no effect and ±100 for the full control effect
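5 nM enzyme, 35 uM ATP, 100 uM galactose, 20 mM HEPES pH8.0, 5 mM MgCl2; 1 h RT; residual ATP by Kinase-Glo Plus luminescence, qHTS format.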
B2AR arrestin: qHTS assay of beta-arrestin-biased ligands of beta2-adrenergic receptor; Beta-2 adrenergic receptor (Homo sapiens), P07550; beta-arrestin recruitment to beta2AR, cell-based reporter; Potency, µM (top dose mostly 46.1 µM), inactives show at the top dose activation, hits mostly activators; 0.02% of 330,000 active; AID 492947, 2010;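 note: potency is the fitted concentration of half-maximal effect; 0% = DMSO controls and full agonism = EC100 isoproterenol or metaproterenol; nearly all actives have a fitted effect of over 65% in size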
Target sequence (P07550 whole entry, looked up): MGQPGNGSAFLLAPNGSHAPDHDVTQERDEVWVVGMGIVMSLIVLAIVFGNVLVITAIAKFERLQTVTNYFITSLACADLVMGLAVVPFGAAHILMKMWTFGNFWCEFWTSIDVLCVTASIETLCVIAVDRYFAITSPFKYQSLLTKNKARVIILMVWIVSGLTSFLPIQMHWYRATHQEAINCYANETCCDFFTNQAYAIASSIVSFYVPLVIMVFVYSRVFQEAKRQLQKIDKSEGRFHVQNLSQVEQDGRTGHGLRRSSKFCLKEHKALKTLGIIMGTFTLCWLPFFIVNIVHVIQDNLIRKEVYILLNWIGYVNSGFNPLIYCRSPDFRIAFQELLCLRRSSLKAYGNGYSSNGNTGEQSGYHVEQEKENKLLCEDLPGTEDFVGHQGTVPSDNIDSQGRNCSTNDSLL
ASM inhibitor: Inhibitors of Secretory Acid Sphingomyelinase (S-ASM): qHTS; Potency, µM (top dose mostly 57.5 µM), inactives show at the top dose activity change, negative = inhibition, hits mostly inhibitors; 0.006% of 340,000 active; placental ASM, HMU-PC fluorogenic substrate, 60 min; Sphingomyelin phosphodiesterase (Homo sapiens), P17405; note: potency is the fitted concentration of half-maximal effect
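Human placenta-derived ASM enzyme was preincubated with compound for 10 minutes at room temperature, then given fluorogenic substrate HMU-PC0 (9 uM final) for 60 minutes at 37 °C; a pH 10 stop preceded fluorescence reading at Ex 386/Em 447 nm.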
Tb PFK inh: qHTS Assay to Find Inhibitors of T. brucei phosphofructokinase | ATP-dependent 6-phosphofructokinase (Trypanosoma brucei brucei), O15648 | T. brucei PFK, ADP-Glo luminescence | Potency, µM (doses to about 57.5 µM), inactives show at the top dose activity, negative = inhibition, most hits filed as inhibitors | 0.17% of 330,000 active | AID 485367, 2010;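 note: potency is the fitted concentration of half-maximal effect; 0% = uninhibited 1x PFK enzyme wells and -100% = no-enzyme wells; nearly all actives have a fitted effect of over 60% in size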
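Compounds were pin-transferred as a titration series up to 57 uM into substrate buffer (0.5 mM F6P, 0.1 mM ATP, pH 8.0), then 1.25 nM PFK was added and reactions ran 45 min before ADP-Glo detection.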
* marks the source's active call; other numbers are inactive results; ? = inconclusive; · = no result given; [ ] = dose if it differs, or a comment. Unless noted, calls come from the whole dose curve; as a rule, active = well fitted curve in the direction sought with a large enough effect; inconclusive = small, poorly fitted or top-dose-only effect, or another doubt; inactive = no such curve, though single readings can be large; an effect the other way counts as inactive or inconclusive. A portion of the library (hit frequency here may not be typical).

SMILES | Menin MLL FP TR | Coupling enz | Giardia killer | PKM2 activator | a7 integrin act | TSG101-PTAP inh | Chronic BCR inh | GALK inhibitor | B2AR arrestin | ASM inhibitor | Tb PFK inh
Cc1ccc(S(=O)(=O)NC2=NCN(Cc3ccccc3)CN2)cc1 | -13% | 5 | -9 | -4% | -12% | -8% | 5% | 0% | 0.1% | 9% | 10%
O=C(NOCc1ccccc1)c1ccc([N+](=O)[O-])cc1 | · | · | 2 | · | 3% | 1% | ? | · | 0.1% | 2% | -1%
CCNC(=O)c1cccc(S(=O)(=O)N2CCCCCC2)c1 | -10% | 2 | -17 | -1% | -1% | -1% | 0% | · | -2.5% | 3% | -4%
C=CCNC(=S)N/N=C/c1cn(-c2ccccc2)nc1-c1ccc(OC)cc1 | -45% | -2 | 6 | -18% | 14% | 0% | ? | 0% | -0.4% | -10% | 0%
Cc1cc(C)c(NC(=O)COC(=O)Cc2cccs2)c(C)c1 | · | · | -3 | · | -8% | 2% | 1% | · | 0.2% | -4% | 4%
COC(=O)c1sccc1NC(=O)c1cc2c(s1)CCCC2 | 8% | -5 | -8 | -2% | -15% | 2% | 8% | 1% | -0.2% | -6% | 0%
O=C(C[n+]1cccc2ccccc21)c1ccccc1 | -17% | -4 | -10 | -23% | -7% | 8% | 5% | 2% | -1.3% | 1% | -8%
CCN(CC)CCNC(C(=O)Nc1cc(C(F)(F)F)ccc1Cl)c1ccccc1 (stereo not drawn) | -2% | -3 | 26 | 5% | -50% | -2% | -16% | 2% | -0.4% | 3% | -2%
Cc1nn(Cc2cccc(C(=O)N3N=C(C(F)F)CC3(O)C(F)F)c2)c(C)c1[N+](=O)[O-] (stereo not drawn) | 6% | -1 | -2 | 5% | 8% | -6% | ? | 2% | 0.4% | -2% | 3%
CC[C@@]1(C(=O)OC)N[C@H](CN(C)C(=O)COc2ccccc2)[C@@H]2C(=O)N(C)C(=O)[C@@H]21 | · | · | -18 | · | 10% | -1% | 5% | · | -0.4% | 4% | -1%
O=C(Nc1cccc(F)c1)C1C2C=CC3(CN(CCCN4CCOCC4)C(=O)C13)O2 (stereo not drawn) | 10% | -5 | -22 | -14% | -2% | -4% | 7% | 0% | -0.3% | 3% | 0%
Cc1oc(-c2ccc(Cl)cc2)nc1CS(=O)CC(=O)NC1CCCCCC1 (stereo not drawn) | · | · | -1 | · | -30% | -3% | 0% | 0% | 0.3% | -2% | 0%
FC(F)(F)c1ccncc1-c1nnc(C2CCCCC2)o1 | · | 0 | 12 | 2% | 9% | -2% | -2% | 4% | -0.3% | 3% | 0%
CCOC(=O)N1CCN(c2c(N3CCOCC3)c(=O)c2=O)CC1 | -2% | 1 | 13 | -3% | 25% | 2% | 11% | 2% | -0.1% | 5% | 5%
Cc1csc(=NC(=O)c2ccccc2)n1Cc1ccco1 | 0% | 0 | 17 | 2% | 13% | -7% | -2% | 4% | -0.8% | -6% | -3%
C=CCc1c(C)nc(-c2ccccc2)nc1N/N=C(\C)c1ccccc1 | 2% | 0 | -5 | 30% | 28% | -1% | ? | · | -0.1% | -2% | 4%
CCOc1ccc(N(CC(=O)NCC2CCCO2)C(=O)CCC(=O)Nc2nccs2)cc1 (stereo not drawn) | 0% | 2 | 17 | 3% | -20% | -5% | 14% | 4% | 1.0% | 1% | -4%
COc1cccc(N=C2C(=O)N3CCCc4cccc2c43)c1 | 13% | -8 | -5 | 7% | -17% | -3% | 4% | 0% | -1.5% | -5% | -1%
COC(=O)c1ccc(OCC(=O)Nc2ccsc2C(=O)OC)cc1 | -15% | 2 | 8 | 4% | 26% | 0% | -9% | -1% | 0.3% | -2% | 4%
Cc1nn(-c2ccccc2)c(C)c1NC(=O)COc1ccc2ccccc2c1 | ? | -9 | 9 | -4% | -20%[7.66 µM] | -5% | ? | 0% | -0.3% | -1% | 0%
O=C(O)c1cccc(NCc2ccncc2)c1 | 9% | -2 | · | 1% | · | · | ? | 1% | 0.1% | · | -1%
O=c1cnnc(SCCc2ccccc2)[nH]1 | -1% | 11 | -6 | 1% | 21% | -2% | ? | 0% | -0.1% | 3% | -1%
Cc1cc(C)cc(N(C(=O)c2sc(C)nc2C)C(C(=O)NC(C)(C)C)c2ccncc2)c1 (stereo not drawn) | -13% | 0 | 21 | -1% | 10% | -3% | 5% | -1% | -0.2% | 2% | -4%
O=C(Nc1ccccc1F)Nc1ccccc1N1CCCCC1 | · | 0 | 0 | -1% | -25% | 4% | 10% | -1% | 0.2% | -6% | 1%
COc1ccc2cc(/C=C/C(=O)N3CCN(CC(=O)N4CCCCCC4)CC3)ccc2c1 | -21% | -2 | -26 | -3% | 9% | -1% | -13% | -2% | 0.9% | 34% | -2%

Exported field by field: part of the list above
CCNC(=O)c1cccc(S(=O)(=O)N2CCCCCC2)c1
  Menin MLL FP TR: -10% | Coupling enz: 2 | Giardia killer: -17 | PKM2 activator: -1% | a7 integrin act: -1% | TSG101-PTAP inh: -1% | Chronic BCR inh: 0% | GALK inhibitor: · | B2AR arrestin: -2.5% | ASM inhibitor: 3% | Tb PFK inh: -4%
C=CCNC(=S)N/N=C/c1cn(-c2ccccc2)nc1-c1ccc(OC)cc1
  Menin MLL FP TR: -45% | Coupling enz: -2 | Giardia killer: 6 | PKM2 activator: -18% | a7 integrin act: 14% | TSG101-PTAP inh: 0% | Chronic BCR inh: ? | GALK inhibitor: 0% | B2AR arrestin: -0.4% | ASM inhibitor: -10% | Tb PFK inh: 0%

Continued.
SMILES | Menin MLL FP TR | Coupling enz | Giardia killer | PKM2 activator | a7 integrin act | TSG101-PTAP inh | Chronic BCR inh | GALK inhibitor | B2AR arrestin | ASM inhibitor | Tb PFK inh
O=C(CCN1C(=O)C2C3CCC(C3)C2C1=O)Nc1ccccc1Cl (stereo not drawn) | -10% | 1 | 7 | 0% | -1% | -4% | 6% | 2% | -0.3% | -3% | -12%
O=C(Nc1ccc2nn(-c3ccc(F)cc3)nc2c1)c1cccnc1 | 49%[activator] | 3 | 28 | -1% | -7% | 3% | 7% | 12% | -0.5% | 54%[activator] | -1%
C=CC(COCc1ccccc1)N(CC(=O)OC)S(=O)(=O)c1cc(Br)ccc1OC (stereo not drawn) | · | · | -8 | · | -14% | 0% | 2% | · | -0.9% | -7% | 5%
O=C(O)CN(Cc1ccco1)S(=O)(=O)c1ccccc1 | 10% | 0 | -8 | -12% | -11% | -3% | -1% | 0% | 0.3% | 4% | 2%
O=c1cc(/N=C/c2coc3c(ccc4ccccc43)c2=O)[nH]c(=S)[nH]1 | 3% | 7 | -4 | -3% | -12% | -3% | 16% | 0% | -1.0% | -2% | ?
CCc1ccc(OCc2nnc(SCCN3CCOCC3)n2CC)cc1 | -17% | 2 | 14 | 1% | 9% | 0% | 1% | 11% | 0.4% | 4% | -1%
Cc1ccccc1NC(=S)N1CCC(NC(=O)c2ccco2)CC1 | 3% | 2 | 11 | -2% | -1% | -6% | -2% | 5% | 0.0% | 0% | -4%
CCN(CC)CCN1C(=O)C2C3c4ccccc4C(c4ccccc43)C2C1=O (stereo not drawn) | -18% | 0 | 4 | -2% | -15% | -7% | 6% | -1% | -0.1% | 1% | 1%
CCOc1ccc(-c2nnc(-c3ccco3)o2)cc1 | 13% | 0 | -30 | -19% | 9% | -3% | -3% | 1% | 0.0% | 0% | -4%
Cc1ccc(OCc2nnc(SCC(=O)NCc3ccco3)n2C)cc1 | -16% | 4 | 9 | 2% | 4% | -6% | 1% | 0% | 0.4% | -1% | -3%
Cc1cccc(NC(=O)Nc2cccc3ccccc23)c1 | · | · | ? | -7% | -24% | 2% | ? | -1% | 0.4% | 0% | -4%
